JMJD2A Tudor: blocks the human JMJD2A Tudor domain; O75164; AlphaScreen JMJD2A-Tudor / H3K4me3 peptide binding; Potency, µM (series often up to 114 µM), inactives show at the top dose activity change, negative = inhibition, usual class: inhibitors; 4.4% of 390,000 active; further: potency means the concentration at half of the fitted maximal effect; on the % scale 0 is the no-effect control and ±100 the full control effect; nearly all actives have a fitted effect of over 50% in size
Target sequence (O75164 whole entry, looked up, the tested form may be a part): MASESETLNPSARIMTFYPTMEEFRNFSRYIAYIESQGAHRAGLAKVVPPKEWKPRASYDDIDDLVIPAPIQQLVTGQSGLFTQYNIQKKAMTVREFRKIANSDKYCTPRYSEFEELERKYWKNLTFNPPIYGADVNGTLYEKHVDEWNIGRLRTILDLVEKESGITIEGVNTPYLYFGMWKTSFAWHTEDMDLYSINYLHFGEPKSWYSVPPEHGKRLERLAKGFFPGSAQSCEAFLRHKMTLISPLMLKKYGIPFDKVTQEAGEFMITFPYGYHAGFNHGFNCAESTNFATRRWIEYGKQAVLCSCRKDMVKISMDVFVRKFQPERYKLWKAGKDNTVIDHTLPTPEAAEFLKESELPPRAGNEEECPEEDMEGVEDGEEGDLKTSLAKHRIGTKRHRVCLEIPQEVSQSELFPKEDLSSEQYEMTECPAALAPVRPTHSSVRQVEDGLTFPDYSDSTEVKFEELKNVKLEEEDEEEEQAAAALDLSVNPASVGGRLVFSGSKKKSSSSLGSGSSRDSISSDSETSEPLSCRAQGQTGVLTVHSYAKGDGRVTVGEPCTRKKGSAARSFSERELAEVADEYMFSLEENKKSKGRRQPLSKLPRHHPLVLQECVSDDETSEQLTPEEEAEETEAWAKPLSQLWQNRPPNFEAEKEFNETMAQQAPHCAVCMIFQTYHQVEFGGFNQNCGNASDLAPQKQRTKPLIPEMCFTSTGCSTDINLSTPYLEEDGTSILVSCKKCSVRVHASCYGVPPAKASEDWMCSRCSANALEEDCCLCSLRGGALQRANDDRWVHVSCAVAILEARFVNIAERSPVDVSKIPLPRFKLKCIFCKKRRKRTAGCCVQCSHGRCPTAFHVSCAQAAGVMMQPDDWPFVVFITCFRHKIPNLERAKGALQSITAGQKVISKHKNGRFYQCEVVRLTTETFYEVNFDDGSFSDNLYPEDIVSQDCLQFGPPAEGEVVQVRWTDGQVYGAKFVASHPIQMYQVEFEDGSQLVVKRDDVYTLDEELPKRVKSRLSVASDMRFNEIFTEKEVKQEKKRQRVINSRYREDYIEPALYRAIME
PI4K2A inh: inhibitors of human PI4K2A; AID 1346378; activity change, negative = inhibition, % at 76.9 µM; Q9BTU6; 0.13% of 420,000 active; purified PI4K2A, ADP-Glo luminescence, 1 h; active compounds read low; in the data active means activity change below about -50%; inconclusive means mostly about -30% to -49%;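 further: -100% = wells without enzyme as full effect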
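ADP-Glo luminescence measured ADP generated by PI4K2A enzyme (4 ug/mL before mixing) with 1.2 mM PI substrate (pre-mix) and 300 microM ATP (pre-mix). Tris pH7.5 buffer with MgCl2, Triton X-100; 1 h reaction at ambient temperature.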
HP1b chromo inh: inhibitors of HP1-beta chromodomain binding to methylated histone tails; P83916; 0.56% of 390,000 active; AlphaScreen HP1-beta / biotin-H3K9me3 peptide binding; Potency, µM (highest dose often 114 µM), without a hit: at the top dose activity change, negative = inhibition, most hits filed as inhibitors; further: potency means the concentration at half of the fitted maximal effect; nearly all actives have a fitted effect of over 70% in size; inactives centre near 23
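AlphaScreen: HP1-beta (50 nM) preformed 30 min with biotin-H3(1-18)K9me3 peptide (50 nM) in PBS pH 7.4, 0.01% Tween-20. Compound added for 30 min at RT, then streptavidin donor/nickel chelate acceptor beads (10 ug/mL) for 30 min.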
GLS inhibitor: glutaminase GLS (human) inhibition | Potency, µM (highest dose often 45.5 µM), inactives show at the highest dose activity change, negative = inhibition, most hits filed as inhibitors | GLS enzymatic activity, qHTS titration | AID 624170 | 0.21% of 410,000 active; further: potency means the concentration at half of the fitted maximal effect; on the % scale 0 is the no-effect control and ±100 the full control effect
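Enzyme dispensed in phosphate buffer (45 mM, pH 8.2, 0.02% Tween-20), compounds pinned in, then 1 mM L-glutamine solution and the glutamate oxidase–HRP–Amplex Red mix added; fluorescence read immediately and again after 30 min at room temperature.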
ERG Ets-DNA blk: blocks human ERG Ets domain binding to DNA; Potency, µM (titrated, usually from 76.9 µM), inactives show at the top dose FP activity, negative = inhibition, usual class: inhibitors; P11308; fluorescence polarization, His-ERG Ets domain / labelled DNA; AID 624246; 0.028% of 370,000 active; active means well fitted inhibition curve with a large enough effect in the polarisation, with a control signal flat; inconclusive means small, poorly fitted or top-dose-only effect, or effect the other way, or a change in a side signal; inactive means no such curve, though single readings can be large or run the other way; the % refers to the polarisation;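 further: polarization taken with two DNA probes labelled with fluorescein and Texas red; potency means the concentration at half of the fitted maximal effect; % of control where 0% means no effect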
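His-tagged ERG Ets domain (1 uM in the protein solution; 300mM KCl, 50mM Tris-HCl, 1mM EDTA, 1mM DTT, pH 7.5) received compound, then a probe mix of 5 nM fluorescein-DNA and 100nM Texas-615-DNA. Fluorescence polarization was read for both dyes.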
G9a block: blocks human histone lysine methyltransferase G9a. Q96KQ7. G9a H3K9 monomethylation, AlphaScreen, 2 h. Potency, µM (top dose mostly 102 µM), for the others: top-dose activity, negative = inhibition, hits mostly inhibitors. 8.8% of 350,000 active. AID 504332; further: potency means the concentration at half of the fitted maximal effect; on the % scale 0 is the no-effect control and ±100 the full control effect; nearly all actives have a fitted effect of over 75% in size
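AlphaScreen detection with an anti-monomethyl H3K9 antibody quantified product after a 2 h room-temperature reaction containing 500 nM biotinylated H3K9 peptide, 20 µM SAM and 20 nM enzyme, which had been preincubated 15 min with compound.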
Tb PGK inh: blocks T. brucei phosphoglycerate kinase; P07378; PGK/GAPDH coupled, Kinase-Glo luminescence, 60 min; Potency, µM (series often up to 57.5 µM), for inactives: top-dose activity change, negative = inhibition, most hits filed as inhibitors; 0.043% of 380,000 active; further: potency means the concentration at half of the fitted maximal effect; on the % scale 0 is the no-effect control and ±100 the full control effect; nearly all actives have a fitted effect of over 60% in size
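Recombinant glycosomal PGK reaction used 1,3-bisphosphoglycerate generated in-well by GAPDH (100nM final) in 100mM TEA pH 7.6, 5mM MgCl2, 0.01% Tween-20. After 60 minutes at room temperature, ATP was read by Kinase-Glo Plus luminescence end-point.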
BAZ2B block: BAZ2B (human) inhibition; Q9UIF8; AlphaScreen BAZ2B-H3K14Ac peptide displacement; Potency, µM (top dose mostly 114 µM), without a hit: top-dose activity change, negative = inhibition, most hits filed as inhibitors; 4.4% of 360,000 active; AID 504333; further: potency means the concentration at half of the fitted maximal effect; on the % scale 0 is the no-effect control and ±100 the full control effect; nearly all actives have a fitted effect of over 60% in size
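Inhibition is scored as reduced AlphaScreen emission. The BAZ2B/b-H3(5-23)K14Ac complex (50 nM each) in PBS pH 7.4, 0.01% Tween-20 meets compound (up to 110 uM) for 30 min at RT before bead addition.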
Pin1 inh: human Pin1 inhibition | Q13526 | Pin1 FP peptide displacement, HiFluor488, 10 min | Potency, µM (top dose mostly 115 µM), for inactives: at the top dose activity, negative = inhibition, actives largely listed as inhibitors | 0.009% of 390,000 active; active means well fitted inhibition curve with a large enough effect in the polarisation, with a control signal flat, not every such curve was filed as active; inconclusive means small, poorly fitted or top-dose-only effect, or effect the other way, or a change in a side signal; inactive means no such curve, though single readings can be large or run the other way; the % refers to the polarisation; further: potency means the concentration at half of the fitted maximal effect; on the % scale 0 is the no-effect control and ±100 the full control effect
Numbers without * were called inactive; i = inactive; ? = inconclusive; nt = no result given; & = joins results of further samples; [ ] = remark or other dose. Unless noted, the call rests on the fitted dose curve; in most records, active means well fitted curve in the direction sought with a large enough effect; inconclusive means small, poorly fitted or top-dose-only effect, or another doubt; inactive means no such curve, though single readings can be large; an effect the other way counts as inactive or inconclusive.

PI4K2A inh | BAZ2B block | ERG Ets-DNA blk | G9a block | JMJD2A Tudor | Tb PGK inh | Pin1 inh | HP1b chromo inh | GLS inhibitor | compound
4 | 7% | 10% | 4%[59 µM] | 1% | -11% | -2% | 11% | 10% | COC(=O)CSc1nnc(CNS(=O)(=O)c2ccc(Cl)cc2)n1C
-4 | 2% | -12% | 2%[59 µM] | -10% | 4% | -1% | 36% | 9% | CN(CC(=O)Nc1ccc(S(=O)(=O)N2CCCC2)cc1)Cc1ccc(Cl)cc1Cl
3 | -9% | -13% | -6% | -4% | -5% | -1% | 22% | -6% | CC(=O)Nc1nc(-c2ccc(Br)s2)cs1
2 | 2% | 2% | 8%[59 µM] | -22% | -7% | -2% | 36%[activator] | 1% | CCn1cc(C(=O)NCCCOC)c(=O)c2cc(S(=O)(=O)N(C)C)ccc21
1 | 45µM* | -13% | 2.8µM* | 18µM* | 4% | -9% | ? | 4% | CCOc1ccc(OCCCC(=O)N2CCN(S(=O)(=O)c3ccc(Cl)cc3)CC2)cc1
1 | -23% | -4% | 2%[0.501 µM] | -5% | 7% | -7% | 37% | -4% | CC(=O)Nc1c(-c2ccccc2)nc2cc(C)ccn12
0 | -23% | -3% | -1%[59 µM] | -15% | -5% | -2% | 15% | 18% | CCN1CCN(Cc2c(O)ccc3oc(C)c(C(=O)Nc4ccc(OC)cc4)c23)CC1
5 | ? | 4% | -10% | -2% | i | -6% | 26% | -6% | NC(=O)CNC1CC(=O)N(CCc2ccccc2)C1=O (stereo unspecified)
3 | -34% | -9% | 13µM* | -26% | -1% | 2% | 26% | 7% | CCN1C(=O)/C(=C/c2ccc(C)s2)NC1=S
0 | -12% | -2% | ? | -13% | -6% | ? | 32% | 1% | COc1ccc(-c2nnc3sc(-c4ccco4)nn23)cc1OC
0 | -19% | -7% | 2% | -12% | i | -4% | 37% | 8% | COc1cc(/C=C/C(=O)O)cc(S(=O)(=O)N2CCc3ccccc32)c1OC
0 | nt | -7% | nt | 7% | i | -4% | 36% | -4% | COc1ccc(Cl)cc1S(=O)(=O)N1CCCC(C(=O)NCC(N)=O)C1 (stereo unspecified)
3 | 9% | 7% | 5%[59 µM] | -12%[57.1 µM] | -7% | -5% | 37% | 2% | Cc1ccc(C(C(=O)NC(C)(C)C)N(Cc2ccco2)C(=O)Cn2nnc(-c3cccs3)n2)cc1 (stereo unspecified)
-9 | 2% | -1% | 5%[59 µM] | ? | -3% | ? | 13% | 10% | CCCC1=NN2C(=N)/C(=C\c3cc(C)n(-c4cc(C)cc(C)c4)c3C)C(=O)N=C2S1
-3 | -5% | -7% | 7%[12.7 µM] | 5% | -1% | 2% | 26% | 2% | Cc1cnc(C(=O)OC(C(=O)c2ccccc2)c2ccccc2)cn1 (stereo unspecified)
-3 | nt | 6% | 6%[59 µM] | -13% | i | ? | 13% | 0% | Cc1ccc(C2NC(=O)c3n[nH]c(-c4cccs4)c32)cc1 (stereo unspecified)
-4 | -2% | nt | -12% | -5% | nt | 2% | 41%[activator] | 3% | CN(CC(=O)Nc1ccc(C#N)cc1)Cc1ccc(Cl)cc1
3 | nt | -10% | nt | -4% | -8% | -3% | 80%[activator] | -8% | CCOC(=O)N1CCC2CC1c1cc(Cl)ccc12 (stereo unspecified)
5 | ? | 6% | ? | 9% | -9% | -10% | 22% | nt | Cn1ccnc1Sc1nc(Nc2cccc(Cl)c2)nc(N2CCOCC2)n1
-2 | 8% | nt | 8%[0.501 µM] | -14% | 1% | -2% | 37% | -15% | Cc1n[nH]c(=O)c2c(NC(=O)COC(=O)Cc3ccc(Cl)cc3Cl)oc(C)c12
5 | 8% | -2% | -7%[59 µM] | 3% | nt | -4% | 27% | -2% | COCCNC(=O)C(=O)Nc1ccc(Br)cc1
4 | 4% | -13% | -12%[12.7 µM] | 2% | i | 3% | 45%[activator] | -7% | Cc1ccc(NC(=O)C(C)Sc2nnc(C)n2C2CC2)cc1S(=O)(=O)N1CCOCC1 (stereo unspecified)
-2 | 12% | -8% | nt | -3% | 1% | 8% | 47%[activator] | 1% | O=C(Nc1ccccc1)O/N=C/c1ccc(F)cc1
8 | -2% | -7% | -1% | -24% | -5% | -4% | 15% | -3% | COc1ccc(CN2CCN(Cc3cc4ccccc4o3)CC2CCO)c(F)c1 (stereo unspecified)
-2 | -1% | 4% | 18%[0.0925 µM] | -20% | 5% | 1% | 39% | 0% | CC(Oc1ccccc1)C(=O)N=C1SC2CS(=O)(=O)CC2N1CCc1ccccc1 (stereo unspecified)
-2 | -27% | 3% | -8% | -19% | -3% | -2% | 7% | -23% | O=C(c1ccc2ccccc2c1)C1CCCN(C(=O)c2cccnc2)C1 (stereo unspecified)
2 | -16% | 0% | -40% | -5% | i | -6% | 14% | -5% | Cc1cc(C)nc(SCC(=O)N(C)C)n1
0 | -20% | -5% | -11%[59 µM] | -14% | 8% | 21% | 30% | 1% | Cc1cccc(CN2C(=O)c3ccccc3S(=O)(=O)c3ccc(C(=O)N(C)Cc4ccccc4)cc32)c1
1 | 25µM* | -10% | -1%[12.7 µM] | 45µM* | -6% | ? | 16µM* | 26% | O=[N+]([O-])c1ccc(N2CCCC2)cc1N1CCCC1
-1 | -14% | 8% | 7% | -35% | -8% | 0% | 9% | -1% | Cc1c(N=C2N=C(NC(=O)NC(C)(C)C)c3ccccc32)c(=O)n(-c2ccccc2)n1C
2 | nt | -6% | nt | -26% | -1% | 0% | 13% | 17% | O=C(NCC(c1ccco1)N1CCCCC1)c1ccc(S(=O)(=O)Nc2ccccc2Cl)cc1 (stereo unspecified)
2 | ? | -7% | -5% | 13% | -5% | 0% | 36% | 0% | COc1ccc(CNC(=S)Nc2ccc(F)c(Cl)c2)cc1
6 | -14% | 1% | 24% | -15% | -3% | -3% | 43%[activator] | 6% | COc1ccccc1N1CCN(C(=O)c2ccc(N3CCCCS3(=O)=O)cc2)CC1
-5&0&5 | 22µM* | -8% | 4%[59 µM] | 28µM* | -10% | 0% | -16% | -1% | Clc1ccccc1C(c1ccccc1)(c1ccccc1)n1ccnc1
3 | -31% | nt | 3%[59 µM] | -24% | 11% | -11% | 11% | -1% | CCOc1ccc(NC(=O)CN(C)C(=O)c2ccccc2OCCOc2ccccc2)cc1OCC
6 | nt | 1% | nt | -8% | 1% | ? | -6% | -1% | Cc1ccc(C(=O)NC(C)c2ccc(C)c(C)c2)s1 (stereo unspecified)
1 | ? | -11% | 40µM* | ? | 8% | -1% | -30% | 4% | C=Cc1ccc(C(=O)N2CCCC(Nc3ccc4c(c3)OCCO4)C2)cc1 (stereo unspecified)
0 | -18% | -5% | 2% | -14% | -6% | 2% | 6% | -15% | C/C(=N\NC(=S)NC(C)C)c1ccco1
4 | -12% | 5% | 14% | 2% | 8% | 1% | 31% | 7% | NC(=O)c1ccc(-n2nnnc2SCC(=O)NC2CCCCC2)cc1
1 | 2% | 3% | nt | -8% | i | 0% | 54%[activator] | -11% | CCN(CC)CC(=O)Nc1scc2c1c(=O)oc1ccccc12
4 | 0% | 1% | 15% | 1% | 7% | -2% | 40%[activator] | -14% | CCc1nnc(NC(=O)CSc2nc3c(C)cccc3[nH]2)s1
5 | 11% | -4% | 133%[activator][59 µM] | 53%[activator] | -14% | 8% | 100%[activator] | 0% | CCCCN(CCCC)c1nc(OC)nc(-n2nnc(C(C)=O)c2C)n1
0 | -6% | 1% | -2%[59 µM] | -15% | -2% | 7% | 23% | -1% | COc1ccccc1-c1cc2nc(C)c(CCC(=O)NCCc3cccc(C)c3)c(C)n2n1
-4 | -3% | -8% | -13%[59 µM] | -11% | i | 2% | 35% | -2% | CCOc1ccc2nc(N3CCC(C(=O)N4CCN(c5ccccn5)CC4)CC3)sc2c1
7 | 1% | 9% | 23% | 9% | -9% | 1% | 21% | -11% | COc1ccc(CNC(=O)CN2CCC(NC(=O)c3ccc(OC)cc3)CC2)cc1
-4 | ? | 1% | 40µM* | ? | 0% | 7% | ? | -1% | CC(C)(C)Nc1nc(-c2ccc3c(c2)CCN3C(=O)C2CC2)cs1
-1 | -3% | -6% | -10% | -24% | -2% | -4% | 15% | 12% | O=C1CCC/C1=C/Nc1ccc(Cl)cc1
-2 | 6% | -13% | ? | -13% | -10% | 0% | 36% | 14% | Cn1c(=O)c2cc(S(=O)(=O)Nc3cccc(F)c3)ccc2n(C)c1=O
10 | -4% | -10% | 4% | -7% | -6% | -1% | 51%[activator] | -4% | CCOc1ccccc1NC(=O)CN(c1ccc(Cl)cc1)S(C)(=O)=O
1 | -1% | 7% | ? | -9% | 0% | 8% | 53%[activator] | 7% | O=C(O)/C=C\C(=O)Nc1ccccc1F
-4 | 8% | -2% | -16% | -14% | i | 2% | 26% | -3% | O=C(COC(=O)c1cc(Cl)ccc1O)NNC(=O)c1ccc([N+](=O)[O-])cc1
3 | -1% | -4% | nt | -11% | ? | -5% | 17% | 10% | Cc1ccc(NC(=S)N2CCN(CCN3C(=O)c4cccc5cccc(c45)C3=O)CC2)cc1
-2 | 0% | -8% | nt | -5% | -1% | 1% | 22% | 24% | Cc1onc(-c2c(F)cccc2Cl)c1C(=O)N=C(N)N1CC(C)OC(C)C1 (stereo unspecified)
3 | 0% | -6% | -2% | 8% | 10% | 0% | 28% | 12% | Cc1ccc(C)c(S(=O)(=O)NC2CCSC2=O)c1 (stereo unspecified)
-2 | -13% | 1% | -5%[59 µM] | -32% | 8% | ? | 26% | 6% | CCNC(=O)C1CCN(Cc2cc3ccccc3n2Cc2ccc(C)cc2)CC1
